# Screening data deposited in PubChem by National Center for Advancing Translational Sciences (NCATS).
# p53null 32C kill = qHTS Screen for Compounds that Selectively Target Cancer Cells with p53 Mutations: Cytotoxicity of p53 Null Cells at the Permissive Temperature; H1299-neo p53 null cells, ATP luminescence, 24 h, 32C; Potency, µM (series often up to 46.1 µM), for inactives: top-dose activity change, negative = cytotoxicity, actives largely listed as cytotoxic; 55,000 compounds, 0.62% hits;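 further: 0% = DMSO only and -100% = full killing by 100 µM tamoxifen; nearly all actives have a fitted effect of over 55% in size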
#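 H1299-neo (p53-null) cells, 600/well, were pre-incubated overnight at 37C, then exposed to compounds at up to 46 uM for 24 hr at 32C. Viability was measured as ATP content by luminescence, and AC50 values came from Hill fits.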
# p53null 39C tox = qHTS Screen for Compounds that Selectively Target Cancer Cells with p53 Mutations: Cytotoxicity of p53 Null Cells at the Nonpermissive Temperature. 55,000 compounds, 0.97% hits. H1299 p53-null (neo) cells, 39C, ATPlite viability, 24 h. Potency, µM (top dose mostly 46.1 µM), for the others: at the top dose activity, negative = cell killing, hits mostly cytotoxic;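 further: 0% = DMSO only and -100% = full killing by 100 µM tamoxifen; nearly all actives have a fitted effect of over 50% in size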
#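 ATP-luminescence viability readout (ATPlite, 20 min RT) after 24 hr compound treatment at 39C of H1299-neo or H1299-p53A138V cells; titration up to 46 uM; normalized to DMSO and 100 uM tamoxifen; Hill-fit AC50.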
# An asterisk follows results filed as active; ? = inconclusive; [ ] = remark or other dose. The call rests on the fitted dose curve; in most records, active means well fitted cell-killing curve with a large enough effect; inconclusive means small, poorly fitted or top-dose-only effect; inactive means no such curve, though single readings can be large or run the other way. Potency means the concentration at half of the fitted maximal effect.
item	SMILES	p53null 32C kill	p53null 39C tox
1	Cc1cc2oc(=O)cc(COC(=O)Cn3cnnn3)c2cc1C(C)C	-1.2%	-1.5%
2	CCCCCCNC(=O)c1cc(-c2ccco2)nc2ccccc12	1.0%	-14.1%
3	O=C(CN1CCC(NC(=O)c2ccco2)CC1)Nc1cccc2ccccc12	-2.6%	17.2%
4	Brc1nnc2n1-c1ccccc1Sc1ccccc1-2	-4.5%	19.9%
5	Cc1cccc(-n2c(Cc3cc(=O)[nH]c(=O)[nH]3)nnc2SC(C)C)c1	1.8%	13.6%
6	Cc1cccc(N2CCN(C(=O)C3CCCN(S(=O)(=O)c4cnc[nH]4)C3)CC2C)c1 (stereo not given)	-0.6%	15.1%
7	Cc1ccc(CNC(=O)CCCn2c(=O)c3ccccc3n(CC(=O)NCc3ccco3)c2=O)cc1	1.9%	-1.0%
8	Fc1ccccc1CSc1nncn1NCc1cccs1	6.0%	-25.2%
9	Cc1cc(/C=N/NC(=O)CC2(C)OCCO2)c(C)n1-c1cc(Cl)cc(Cl)c1	-3.5%	1.9%
10	CC1CCc2c(sc3ncnc(SCC(=O)c4ccccc4)c23)C1 (stereo not given)	-2.7%	8.5%
11	CCc1c(C(=O)Nc2ncn(Cc3cccc(C)c3)n2)csc1C	5.8%	0.2%
12	COc1ccccc1NC(=S)NNC(=S)Nc1ccc(OC(F)F)cc1	-13.6%	17.5%
13	CC(=O)Nc1c(C(=O)N2CCCCCC2)cnn1-c1ccccc1Cl	4.4%	-4.7%
14	CCS(=O)(=O)N1CCN(S(=O)(=O)c2ccc(F)cc2)CC1	1.3%	10.8%
15	CS(=O)(=O)Nc1ccccc1C(=O)Nc1ccccc1Cl	-15.8%	-1.6%
16	O=c1c2cnn(-c3ccccc3)c2ncn1Cc1ccccc1	2.6%	11.3%
17	CCOC(=O)CNC(=O)CSc1nnc(Cn2c(=O)sc3ccccc32)n1C	7.8%	9.1%
18	O=C(COc1ccc(F)cc1)N1CCC(c2ccccc2)C1 (stereo not given)	-19.0%	0.4%
19	CCOc1ccc2c(c1)C(c1ccccc1)=NNC(c1ccccc1)=N2	3.3%	2.3%
20	CCOc1ccc(NC(=NCc2ccc3c(c2)OCO3)SC2CC(=O)N(c3ccccc3)C2=O)cc1 (stereo not given)	11.1%	25.3%
21	CC(C)c1cc(C(=O)NC2CCCCC2)no1	-7.0%	-2.1%
22	CCOC(=O)C1CCN(C(=O)Cc2cccc3ccccc23)CC1	-3.1%	10.6%
23	Cc1ccc(Cl)cc1N1CCN(C(=O)CSc2nnc3n2C(C)(C)Cc2ccccc2-3)CC1	44.1%[activator]	14.7%
24	CC1(C)Cc2cccc(OCC(O)CN3CCN(c4ccccn4)CC3)c2O1 (stereo not given)	-0.2%	8.1%
25	Cc1nnc(SCC(=O)N2CCC(C(=O)Nc3nccs3)CC2)n1Cc1ccccc1	-5.0%	-9.8%
26	CC(C)C(=O)Nc1ccc2oc(-c3cc(F)c(F)cc3Cl)nc2c1	-1.2%	-5.5%
27	COc1ccccc1N(C(C)=O)c1nc(C)cc(C)c1C#N	2.4%	11.2%
28	CCCCn1c(CNC(=O)C(C)(C)C)nc2ccccc21	-0.4%	-1.7%
29	NS(=O)(=O)c1ccc(CCNC(=O)CSc2nc3ccsc3c(=O)n2C2CC2)cc1	9.9%	5.3%
30	Cc1cccc(CSc2nc(N)c(C#N)c(-c3cccs3)c2C#N)c1	44.4%[activator]	74.9%

# Ordered by count of non-hydrogen atoms (smallest number first): part of the list above
item	SMILES	p53null 32C kill	p53null 39C tox
8	Fc1ccccc1CSc1nncn1NCc1cccs1	6.0%	-25.2%
10	CC1CCc2c(sc3ncnc(SCC(=O)c4ccccc4)c23)C1 (stereo not given)	-2.7%	8.5%
24	CC1(C)Cc2cccc(OCC(O)CN3CCN(c4ccccn4)CC3)c2O1 (stereo not given)	-0.2%	8.1%

# Remaining list, next part
item	SMILES	p53null 32C kill	p53null 39C tox
31	O=C(CSc1nnc(CNc2ccc(F)cc2)n1-c1ccccc1)N1CCOCC1	-0.8%	2.9%
32	Cc1nnc(N2C(=O)C(O)=C(C(=O)c3ccco3)C2c2ccc(C(C)(C)C)cc2)s1 (stereo not given)	-6.2%	1.9%
33	CC(C)CCn1c(N2CCN(c3cccc(Cl)c3)CC2)nc2c1c(=O)[nH]c(=O)n2C	3.8%	16.6%
34	CC1(C)Cc2c(c(N3CCOCC3)nc3sc(-c4ccc(C(=O)O)o4)c(N)c23)CO1	-1.8%	-10.4%
35	Cc1cc(NCCCN(C)C)n2nc(-c3cccs3)cc2n1	-14.6%	-9.6%
36	Cc1ccc(CN2CCN(CC(=O)N/N=C/c3c[nH]c4ccccc34)CC2)cc1	12.5%	-7.6%[1.84 µM]
37	Cc1ccc(Nc2nc(N)c([N+](=O)[O-])c(N3CCCC(C)C3)n2)cc1C (stereo not given)	-6.2%	-2.5%
38	O=C1CC(c2ccco2)CC(O)=C1C=NCCN1CCN(C2CC(=O)N(c3ccccc3)C2=O)CC1 (stereo not given)	0.3%	12.1%
39	Cc1cccc(C(=O)N2CCN(c3ncnc4c3cnn4-c3ccccc3)CC2)c1	-2.7%	-4.9%
40	COc1ccc(S(=O)(=O)CCC(=O)N(C)c2ccc(OC)cc2OC)cc1	-0.3%	1.0%
41	Cc1ccc2cc3cc(C(=O)NCCN4CCOCC4)oc3nc2c1	-5.1%	26.8%
42	CCOC(=O)c1c(C(F)(F)F)cc(-c2ccc(F)cc2)nc1C	1.4%	-17.3%
43	CCCN1C(=O)SC(CC(=O)Nc2ccc(C)cc2)C1=O (stereo not given)	6.8%	4.6%
44	Cn1cc(S(=O)(=O)CC(=O)Nc2ccc3c(c2)OCCO3)c2ccccc21	?	28.2µM*
45	CC(C)Cn1c(C(C)C)nc([N+](=O)[O-])c1Sc1ccc(Cl)cn1	-8.8%	1.3%
46	COCCn1c(SCC(=O)Nc2ccc(C)cc2)nc2c(oc3ccccc32)c1=O	?	0.3%[1.84 µM]
47	COc1ccccc1NC(=S)N1CCC(c2nc3ccccc3o2)CC1	-3.4%	4.9%
48	O=C(Nc1ccc(N2CCOCC2)c(Cl)c1)c1cccnc1Cl	2.7%	12.0%
49	N/C(=N\c1nc2c(c(=O)[nH]1)CCCC2)Nc1ccc(Oc2ccccc2)cc1	-1.6%	4.3%
50	Cc1ccc(C(C)NC(=O)c2ccco2)cc1 (stereo not given)	-2.5%	10.5%
51	CCOC(=O)Cc1csc(/N=C/c2c(O)n(-c3ccc(C)c(C)c3)c(=O)c3ccccc23)n1	1.6%	-7.1%[1.84 µM]
52	O=C(N/N=C/c1ccc(O)cc1)/C(=C/c1ccccc1)CCO	-15.8%	1.9%[1.84 µM]
53	Nc1ccc(C(=O)N2CCCC2)cc1	2.5%	5.3%
54	O=C(c1cccc(NS(=O)(=O)c2ccc(F)c(F)c2)c1)N1CCN(C(c2ccccc2)c2ccccc2)CC1	31.4%[activator]	36.6%[activator]
55	O=C(CN1CCN(c2ccc(F)cc2)CC1)Nc1ccc(-n2cnnn2)cc1	3.3%	2.4%
56	COc1ccc2c(c1)N(C(=O)CN1C(=O)C3CCCCC3C1=O)C(C)(C)C=C2C (stereo not given)	2.7%	4.2%
57	N#Cc1ccccc1Cn1cc(C#N)c2ccccc21	-9.6%	-4.1%
58	Cc1[nH]c2ccccc2c1Cc1n[nH]c(=S)n1C	-9.5%	12.4%
59	CCOc1ccc(N(CC(=O)Nc2ccc(C)c(C)c2)S(=O)(=O)c2c(C)noc2C)cc1	1.5%	1.2%
60	O=C(c1ccc(Br)o1)N1CCCc2ccccc21	0.5%	-22.6%

# Quoted from the listing:
# For p53null 39C tox, compound 40 is listed with 1.0%
# For p53null 39C tox, compound 44 is listed with 28.2µM*

# Down the list, from the results shown:
# p53null 39C tox, entries 39 to 44, in order: -4.9%, 1.0%, 26.8%, -17.3%, 4.6%, 28.2µM*

# Continuation.
item	SMILES	p53null 32C kill	p53null 39C tox
61	CN(C)c1ccc(/C=N\NC(=S)SCN2C(=O)C3CCC(C)(C2=O)C3(C)C)cc1 (stereo not given)	-7.1%	-19.7%
62	CCCn1cnc2c(cnn2-c2ccc(F)cc2)c1=O	-11.8%	-28.3%
63	Cc1ccc(NC(=O)CN2C(=O)/C(=C3\SC(=S)N(C4CCS(=O)(=O)C4)C3=O)c3ccccc32)cc1 (stereo not given)	-0.1%	8.7%
64	CN(CC(=O)Nc1ccc(F)c(Cl)c1)S(=O)(=O)c1cccc2nsnc12	4.0%	2.7%
65	Cc1cccc(N(CC(N)=O)C2SC(=O)NC2=O)c1 (stereo not given)	-11.2%	-12.4%
66	CCCCc1nc(N)c(C#N)c(-c2ccco2)c1CCC	-11.7%	-0.6%
67	COc1ccc(Br)cc1S(=O)(=O)N1CC(C)OC(C)C1 (stereo not given)	-10.0%	-6.7%
68	CN(C)/C=C1\N=C(c2ccc3c(c2)OCO3)OC1=O	0.2%	-2.4%
69	CC1CCCN(S(=O)(=O)c2coc(C(N)=O)c2)C1 (stereo not given)	13.8%	26.9%
70	CCCn1c(SCC(=O)N2CC(=O)Nc3ccccc32)nc2ccccc21	8.0%	11.3%[1.84 µM]
71	COc1ccc(OC)c(NC(=O)CSc2ncnc3c2cnn3-c2ccccc2Cl)c1	7.4%	11.3%
72	CC(=O)c1c(C(C)=O)c(C)n(C2CCCCC2)c1C	0.2%	-12.7%
73	O=C(COC(=O)CSc1ccc2ccccc2c1)Nc1ccccc1OC(F)F	-8.1%	-3.4%
74	CCC(=O)Nc1ccc(NC(=O)c2cccc(OC)c2)nc1	?	-23.3%
75	O=C(Nc1ccc(Cl)cc1)N1CCN(c2ccccc2)CC1	-5.7%	5.9%
76	COc1ccc(CN(C)CCc2ccccn2)cc1OC	-12.7%	2.4%
77	CCOC(=O)c1nn(-c2ccc(Cl)cc2)c2nc(CC)c(C#N)c(=O)n12	-1.6%	8.9%
78	Cc1cc(C)nc(NS(=O)(=O)c2ccc(N/C=C3\CCCC3=O)cc2)n1	-6.5%	10.3%
79	Cc1occc1-c1nnc(SCC(=O)N2CCOCC2)n1CC(C)C	1.8%	16.7%
80	Cc1ccc(N2CC(C(=O)NCCC(C)C)CC2=O)cc1 (stereo not given)	7.3%	0.3%
81	O=C(CCCN1C(=O)c2ccccc2C1=O)N1CCCCC1	0.9%	-6.0%
82	CC(NC(=O)c1cccs1)C(c1cccs1)N1CCN(c2ccccc2)CC1 (stereo not given)	-10.0%	-2.8%
83	O=C(CNC(=O)c1ccc(Cl)cc1Cl)OCc1nc2ccccc2s1	-1.6%	-1.1%
84	COc1ccc(CC(=O)Nc2ccc(-c3noc(-c4ccc(Cl)cc4)n3)cc2)cc1	5.7%	19.5%
85	Cc1ccc(C(NC(=O)N2CC(C)OC(C)C2)C(Cl)Cl)cc1F (stereo not given)	-7.4%	5.2%
86	CCCCCn1ccc(=O)c2c(C(F)(F)F)nccc21	-2.5%	26.1%
87	FC(F)Oc1ccc(-c2csc(Cc3nnc4n3CCCCC4)n2)cc1	-6.8%	16.2%
88	COc1ccc2nc(SCC(=O)Nc3ccc(S(=O)(=O)Nc4onc(C)c4C)cc3)[nH]c2c1	10.9%	8.3%
89	O=C(NCc1ccco1)c1cccc2c1C(=O)N(C1CCCCC1)C2	1.0%	-17.6%
90	CCOc1ccc(-n2nc(C(=O)N3CCN(CC)CC3)c3ccccc3c2=O)cc1	2.3%	-10.4%

# Further entries follow:
item	SMILES	p53null 32C kill	p53null 39C tox
91	O=C(Nc1ccc(-c2nc3ccccc3o2)cc1)c1cc(-n2cnnc2)ccc1Cl	10.5%	-3.8%
92	Cc1c(C2Nc3ccccc3C(=O)N2O)cnn1C (stereo not given)	-4.6%	7.9%
93	S=C1NCCOCCOCCOCCOCCNC(=S)NCCOCCOCCOCCOCCN1	-9.3%	-3.0%
94	CC[N+](C)(CC)CC(O)COCC1COc2ccccc2O1 (stereo not given)	-9.7%	0.0%
95	CCOC(=O)c1ccc(N2N=C(C)/C(=C/C=C/c3ccco3)C2=O)cc1	-12.8%	-6.9%
96	O=C(CSCc1ccc(Cl)cc1)Nc1ccc2c(c1)OCO2	9.7%	-13.4%
97	O=C(NCc1ccc(Cl)c(Cl)c1)c1ccco1	1.1%	1.3%
98	O=C(CSc1nnc(-c2cccc(Cl)c2)o1)Nc1ccc2c(c1)OCCO2	-5.8%	-3.6%
99	Fc1ccccc1OCCCCn1cncn1	-2.9%	0.2%
100	COc1cccc(N2CC(C(=O)Nc3c(C)cccc3C)CC2=O)c1 (stereo not given)	9.5%	1.7%
101	O=C1N(c2ccc(Cl)cc2)C(c2ccccc2)N2CCCN12 (stereo not given)	1.3%	18.7%
102	CCc1cc2c(=O)c(-c3nc4ccccc4n3C)c(C(C)C)oc2c(CN2CCN(C)CC2)c1O	-0.3%	2.6%
103	CCOC(=O)c1cc(-c2ccccc2)sc1NC(=O)CC	-13.0%	-2.2%
104	CCOc1ccc2c(c1)sc(N)[n+]2Cc1cc(C)cc2cccnc12	19.4%	2.9%
105	CC(C)(C)Nc1c(N)c(=O)oc2ccccc12	-11.4%	-4.4%
106	O=C(c1ccccc1)N1CCN(C2CCCCC2)CC1	-0.4%	14.1%
107	CN(C)S(=O)(=O)N(CC(=O)Nc1ccccc1F)c1ccccc1	-1.2%	-6.8%

# Some of the compounds tested; rates above refer to the full screens.
